Compound activity as filed in PubChem BioAssay.
PPC-1+TRAIL kill = compounds killing PPC-1 cancer cells with TRAIL present (potentiator screen, no TRAIL-free arm); hit rate 0.41% among 220,000; AID 1443; PPC-1 cells + TRAIL, ATPLite viability luminescence; cell killing (% activity), % at 4 µM;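 active = cell killing above 50% in the first pass at 4 µM, then a duplicate retest at 5 µM averaging 50% or more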;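 also: plate controls were cells with TRAIL plus DMSO for no effect and medium-only wells lacking cells for full effect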
Cl transport mod = KCC2 (human) Cl- transport modulation; KCC2 cells, thallium flux FluoZin-2 fluorescence; B-score of Tl+ flux slope (higher = more flux/activation; lower = inhibition) at 10 µM; hit rate 2.2% among 190,000;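 active = thallium flux slope and its plate-corrected score both differing from the plate sample mean at a set confidence after two filtering rounds, in either direction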;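 also: slope of fluorescence scaled to starting intensity during 10 to 20 s after thallium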
Tb hexokinase = T. brucei hexokinase 1 inhibition; recombinant TbHK1, G6PDH-coupled NADH A340; inhibition, % at 10 µM; hit rate 0.11% among 220,000; AID 1430;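 active = inhibition of 50% or more in the single-dose primary screen; inactive = inhibition below 50%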
zfTRPN1 agonist = zebrafish TRPN1 (NompC) channel agonism; HEK293 zebrafish TRPN1-YFP, Fluo-8 calcium fluorescence; 100% = response to 87 µM carbachol; activation, % at 3 µM; hit rate 0.18% among 220,000; AID 1424;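 active = activation above its plate's cutoff, the mean activation of test wells on that plate plus 3 SD, cut at about 19% in these data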;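 also: 0% = DMSO alone and 100% = 87 µM carbachol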
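Material: zebrafish TRPN1-YFP in HEK293 cells. Doses: one dose of 3 µM, 0.3% DMSO. Incubation: dye 1 h 37 °C plus 30 min RT. Measured by: intracellular calcium fluorescence with Fluo-8.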
EBV gp42 block = blocks Epstein-Barr virus glycoprotein 42 binding | AID 1085 | inhibition, % (tested at 21.74 µM) | Fluorescence polarization binding assay, mP read-out | hit rate 0.42% among 220,000 | Q1HVG2; in the data active = inhibition above about 50%
Target sequence (Q1HVG2 whole entry, looked up): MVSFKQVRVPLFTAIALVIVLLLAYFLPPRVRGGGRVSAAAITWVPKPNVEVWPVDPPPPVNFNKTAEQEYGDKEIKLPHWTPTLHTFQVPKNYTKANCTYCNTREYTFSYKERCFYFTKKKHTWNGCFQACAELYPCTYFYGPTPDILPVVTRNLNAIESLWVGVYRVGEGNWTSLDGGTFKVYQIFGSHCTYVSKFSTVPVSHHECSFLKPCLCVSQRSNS
Calpain2 inh = calpain II (pig) inhibition; hit rate 0.37% among 220,000; purified calpain II, fluorogenic peptide substrate, 30 min; inhibition, % at 16 µM;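 active = inhibition above about 50%, limit read from the data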
Furin inh = human furin inhibition | purified furin, fluorogenic substrate cleavage | inhibition, % at 30 µM | P09958 | hit rate 0.061% among 220,000; in the data active = inhibition above about 25%; also: inactives centre near -15
Thrombin inh = thrombin (human) inhibition | hit rate 0.26% among 220,000 | inhibition, % at 5 µM | alpha-thrombin, Boc-VPR-AMC fluorogenic substrate cleavage;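 active = inhibition at or above 40%; inactive = inhibition below 40%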;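 also: 0% = enzyme with no compound and 100% = wells without enzyme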
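Assay system: human alpha-thrombin enzyme. Reagent: Boc-VPR-AMC substrate, 15 µM final. Compound dosing: one concentration per compound, 5 µM, with 0.2% DMSO. Incubation: room-temperature reaction. Technique: AMC fluorescence, 355/460 nm. Measure: % inhibition relative to enzyme controls and enzyme-free blanks.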
TRPML3 agonist = agonists of human TRPML3 channel | AID 1448 | activation, % at 3 µM | hit rate 0.29% among 220,000 | HEK293 TRPML3-YFP, Fluo-8 calcium fluorescence; 100% = the carbachol control signal;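 active = activation above its plate's cutoff, the mean activation of the plate's test wells plus 3 SD, cut at about 12% in these data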;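 also: 0% = DMSO only wells and 100% = carbachol wells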
Target sequence (Q8TDD5 whole entry, looked up): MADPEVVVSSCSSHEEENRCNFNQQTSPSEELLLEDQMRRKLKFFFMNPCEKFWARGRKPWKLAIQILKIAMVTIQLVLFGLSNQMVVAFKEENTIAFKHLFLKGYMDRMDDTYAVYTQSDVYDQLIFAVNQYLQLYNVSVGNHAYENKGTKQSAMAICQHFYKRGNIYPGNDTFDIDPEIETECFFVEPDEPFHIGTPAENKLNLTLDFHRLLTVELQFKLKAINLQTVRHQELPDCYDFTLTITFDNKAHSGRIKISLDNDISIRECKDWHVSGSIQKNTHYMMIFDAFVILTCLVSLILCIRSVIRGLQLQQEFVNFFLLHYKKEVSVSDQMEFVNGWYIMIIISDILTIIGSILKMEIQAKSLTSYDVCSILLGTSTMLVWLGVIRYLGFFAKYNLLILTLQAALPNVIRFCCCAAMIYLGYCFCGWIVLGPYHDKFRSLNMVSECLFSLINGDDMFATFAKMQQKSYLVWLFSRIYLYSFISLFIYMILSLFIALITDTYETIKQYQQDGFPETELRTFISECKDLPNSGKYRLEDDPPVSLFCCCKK
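Test system: TRPML3-YFP stable HEK293 cells. Doses: single point at 3 µM. Incubation: dye loading 1 h 37 °C then 30 min ambient, 125 s read. Signal: Fluo-8 calcium dye fluorescence, ex 470-495, em 515-575 nm. Measure: percent activation from peak-to-basal fluorescence ratio, scaled between DMSO and carbachol.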
Numbers without * were called inactive; . = no result given; [ ] = remark or other dose.

no.	molecule	PPC-1+TRAIL kill	Cl transport mod	Tb hexokinase	zfTRPN1 agonist	EBV gp42 block	Calpain2 inh	Furin inh	Thrombin inh	TRPML3 agonist
1	Cc1cc(NC(=O)CCCC(=O)N(CC(=O)NCCc2ccccc2)Cc2ccc(F)cc2)no1	0	-4	1	0.1	-12	-31	-21	-4	0.0
2	CC(C)(C)NC(=O)CN(C(=O)CS(=O)CC(=O)Nc1ccc(F)cc1)c1ccc(F)c(Cl)c1 (centres undefined)	6	0.38	7	0.2	-12	-54	-28	4	0.2
3	CCOc1cc(C=C(C#N)C#N)ccc1Oc1ccc([N+](=O)[O-])cn1	-4	-0.91	1	1.2	15	-11	-14	-2	0.7
4	COc1ccc(-c2c(NC(=O)c3ccco3)n(C)c3ccccc3c2=O)cc1	22	0.65	-21	-0.1	-6	17	-36[20 µM]	3	0.4
5	O=C(c1ccco1)N1CCN(C2CC(=O)N(c3ccc4c(c3)OCO4)C2=O)CC1 (centres undefined)	16	-0.38	-5	0.0	-11	-14	31*[20 µM]	-7	-0.3
6	N#Cc1ccc(COC(=O)Cn2nnc(-c3ccccc3)n2)cc1	2	.	-2	-2.4	-1	-8	-14[20 µM]	1	-0.1
7	CCC(C)c1ccc(-c2cc(C(=O)OCC(=O)Nc3cc(C)on3)c3ccccc3n2)cc1 (centres undefined)	83*[5 µM]	0.46	-22	1.5	-21	-58	-14[20 µM]	1	0.1
8	CCN1CCN(CCOc2ccccc2OCc2ccccc2)CC1	11	0.18	-4	-1.3	0	-40	-21	-7	0.9
9	O=C(c1cccnc1)N1CCN(Cc2cccc(Br)c2)CC1	0	-0.0066	-9	0.1	-8	-10	-10[20 µM]	2	0.6
10	Cc1ccccc1-c1nnc(-c2ccc(Cl)cc2)o1	21	.	-8	1.4	2	15	-9[20 µM]	-4	0.3
11	CC1=CC(=O)C2=C(C)CC[C@@H]3[C@H](OC(=O)[C@H]3C)[C@@H]12	-23	1.6	-5	.	-5	-14	-24	-4	.
12	Cc1nn(C)c(C(=O)N/N=C/c2ccccc2)c1[N+](=O)[O-]	8	0.0065	-10	-0.6	-14	-3	-14[20 µM]	-3	-0.2
13	Cc1ccc(OCCN2C(=O)c3ccccc3C2=O)cc1	-7	.	-7	-1.4	-1	-20	-2[20 µM]	2	0.6
14	O=C1NC(c2ccccc2)(C(F)(F)F)SC2=CCCCCN12 (centres undefined)	9	1.4	-6	-0.9	-4	12	-28	-3	0.7
15	COc1ccc(/C=N/NC(=O)C2CCN(c3ncc(C(F)(F)F)cc3Cl)CC2)cc1	3	0.89	-12	-0.4	-7	18	-11[20 µM]	0	0.6
16	CC(=C\c1ccccc1)/C=C1/SC(=S)N(CCC(=O)Nc2ccccn2)C1=O	-23	-1.2	-6	0.1	-33	-51	-21	-12	0.9
17	Cc1ccc(-n2c(Cc3ccccc3)nnc2SCC(=O)NNC(=O)Cc2ccccc2)cc1	12	.	-2	0.8	6	10	-22[20 µM]	-2	-0.2
18	O=C(CCC(NC(=O)OCc1ccccc1)C(=O)OCc1ccccc1)NCC(=O)OCc1ccccc1 (centres undefined)	3	-2.4	-1	-0.8	6	22	-7	-3	0.0
19	O=C(Nc1ccc(Cl)cc1)N(Cc1cccs1)Cc1cccs1	17	1.3	8	-0.4	1	-31	-20[20 µM]	-14	0.1
20	Cc1ccc(CNC(=O)C2CN(S(C)(=O)=O)c3cc(Cl)ccc3O2)cc1 (centres undefined)	3	0.89	-9	0.3	-12	-11	-20	5	0.8

Some of the entries above, reformatted:
#1 Cc1cc(NC(=O)CCCC(=O)N(CC(=O)NCCc2ccccc2)Cc2ccc(F)cc2)no1
#2 CC(C)(C)NC(=O)CN(C(=O)CS(=O)CC(=O)Nc1ccc(F)cc1)c1ccc(F)c(Cl)c1 (centres undefined)
#3 CCOc1cc(C=C(C#N)C#N)ccc1Oc1ccc([N+](=O)[O-])cn1
#4 COc1ccc(-c2c(NC(=O)c3ccco3)n(C)c3ccccc3c2=O)cc1
#5 O=C(c1ccco1)N1CCN(C2CC(=O)N(c3ccc4c(c3)OCO4)C2=O)CC1 (centres undefined)
#6 N#Cc1ccc(COC(=O)Cn2nnc(-c3ccccc3)n2)cc1
#7 CCC(C)c1ccc(-c2cc(C(=O)OCC(=O)Nc3cc(C)on3)c3ccccc3n2)cc1 (centres undefined)
#8 CCN1CCN(CCOc2ccccc2OCc2ccccc2)CC1

compound no.	1	2	3	4	5	6	7	8
PPC-1+TRAIL kill	0	6	-4	22	16	2	83*[5 µM]	11
Cl transport mod	-4	0.38	-0.91	0.65	-0.38	.	0.46	0.18
Tb hexokinase	1	7	1	-21	-5	-2	-22	-4
zfTRPN1 agonist	0.1	0.2	1.2	-0.1	0.0	-2.4	1.5	-1.3
EBV gp42 block	-12	-12	15	-6	-11	-1	-21	0
Calpain2 inh	-31	-54	-11	17	-14	-8	-58	-40
Furin inh	-21	-28	-14	-36[20 µM]	31*[20 µM]	-14[20 µM]	-14[20 µM]	-21
Thrombin inh	-4	4	-2	3	-7	1	1	-7
TRPML3 agonist	0.0	0.2	0.7	0.4	-0.3	-0.1	0.1	0.9

Going on with the list:
no.	molecule	PPC-1+TRAIL kill	Cl transport mod	Tb hexokinase	zfTRPN1 agonist	EBV gp42 block	Calpain2 inh	Furin inh	Thrombin inh	TRPML3 agonist
21	O=C(Nc1cc(S(=O)(=O)N2CCOCC2)ccc1N1CCOCC1)C1CCCO1 (centres undefined)	-7	0.63	-1	0.7	-3	-23	-26	-12	0.9
22	COCCNC(=O)Cn1nc(C(F)(F)F)cc1C	-7	.	-2	-0.4	-6	4	-4	104*	0.4
23	O=C(NC(=S)NCc1ccccc1)C1CCCCC1	3	-0.35	-6	-0.5	-9	28	-18[20 µM]	4	-1.3
24	COC(=O)C(Cc1csc2ccc(Cl)cc12)NC(=O)c1ccc(Cl)cc1 (centres undefined)	18	-0.93	2	0.6	3	34	5	18	0.2
25	COc1ccc(S(=O)(=O)N(C)c2ccc(C(=O)N3CCC(C(N)=O)CC3)cc2)cc1OC	-13	0.045	11	0.0	-4	22	-7	30	0.7
26	O=C(NCCc1cn2ccccc2n1)c1cc(COc2c(F)cccc2F)on1	.	-4*	-2	-0.2	-7	20	-20	19	0.2
27	Cc1ccc(C(=O)CSc2nsc(C)c2C#N)cc1	12	.	8	-1.6	-18	-38	-20[20 µM]	-12	-0.6
28	COc1ccc2[nH]c(C)c(C(=O)CN3CCN(C/C=C/c4ccccc4)CC3)c2c1	-36	0.16	-14	-1.2	-5	-36	-8[20 µM]	-12	0.6
29	Cc1ccc(S(=O)(=O)Nc2ccc(SC(F)F)cc2)c(C)c1	5	-0.38	10	-2.2	-7	38	-12	-6	0.1
30	C=CCn1c(SCC(=O)NC(=O)NCC(C)C)nnc1C1CCCCC1	12	0.85	6	-1.2	-17	-3	-25	-7	-0.2
31	Cc1cc(S(=O)(=O)NCc2ccc(N3CCN(C)CC3)cc2)c(C)s1	6	.	-7	1.9	-9	14	-13	-2	1.1
32	Cc1ccccc1-n1c(SCC(=O)N/N=C/C=C/c2ccccc2[N+](=O)[O-])nc2ccccc2c1=O	19	-1.9	-11	1.0	-6	-101	-16	-3	1.0
33	O=[N+]([O-])c1cc2c(cc1/C=N/Nc1nc(N3CCCC3)nc(N3CCCC3)n1)OCO2	-10	-0.3	-5	-0.1	-24	-58	8	4	0.7
34	Cc1ccc(-c2cc(C(F)F)n3ncc(C(=O)Nc4c(C)nn(Cc5c(Cl)cccc5Cl)c4C)c3n2)cc1	13	-0.51	-9	1.1	-15	-48	-17[20 µM]	4	0.3
35	Cc1ccc(S(=O)(=O)N(C)C)cc1NC(=O)c1cncc(Br)c1	11	0.56	22	3.8	-14	3	-30	4	0.3
36	C/C(Nc1ccc(Cl)cc1)=C(/C#N)C(N)=O	4	0.4	-9	-1.9	2	-28	-9[20 µM]	-2	0.3
37	CC(CCO)Nc1nc2c([nH]1)c(=O)n(C)c(=O)n2C (centres undefined)	1	-0.62	-5	0.5	-14	-21	-12[20 µM]	4	1.2
38	CN1Cc2c(N)cccc2C(c2ccccc2)C1 (centres undefined)	5	-0.41	3	0.0	29	-11	-15	-3	-0.2
39	O=C(COc1ncnc2cc([N+](=O)[O-])ccc12)NC1CCCCC1	-1	-0.063	-8	0.6	-15	-25	-7	-11	0.4
40	O=C(O)c1ccc(Cl)c(NC(=S)NC(=O)c2ccccc2[N+](=O)[O-])c1	14	-0.019	2	-0.2	-13	-5	-28	-9	0.9
41	CCc1ccc(N(CC(=O)Nc2ccc(NC(C)=O)cc2)S(=O)(=O)c2ccccc2)cc1	18	-0.063	-7	-0.2	4	-18	-25	-3	0.6
42	CCCOc1ccc(C(C)=O)cc1CSc1nc(O)cc(=O)[nH]1	-1	0.48	-1	-0.8	-14	-96	-20[20 µM]	4	-0.1
43	Cc1nc(N2CCOCC2)nc(N2CCCCC2)c1[N+](=O)[O-]	31	0.8	-1	-0.6	-6	13	-4	2	-0.6
44	CCOC(=O)CSc1nnc(-c2c[nH]c3ccccc23)n1CC	-16	.	1	0.0	1	4	-32	-9	1.6
45	Cc1cnc(C(=O)OCc2ccc(COC(=O)c3cnc(C)cn3)cc2)cn1	-4	0.33	8	0.5	-4	-1	-3	-4	0.7
46	O=c1c2cc3c(cc2[nH]c(=S)n1Cc1ccco1)OCO3	16	6.5*	-2	-0.2	-5	18	-10	6	0.8
47	COc1ccc(OC)c(-n2c(-c3cc(-c4ccccc4)n[nH]3)n[nH]c2=S)c1	10	-0.94	-1	0.5	-2	17	-12	7	-0.2
48	CCOC(=O)c1c(C)oc2cc(Br)c(OC)cc12	6	-0.25	-1	0.1	1	-13	-15	-4	0.8
49	O=S(=O)(NCc1ccco1)c1cccc2cccnc12	17	-1	1	0.4	-22	-9	-14[20 µM]	1	-0.3
50	CCOCCCNC(=S)N1CCN(Cc2ccc3c(c2)OCO3)CC1	4	0.17	2	2.2	-17	-39	-20	-5	1.8
51	COc1ccc(Cl)cc1NC(=S)NCCCN1CCCC1=O	18	0.99	-10	-0.9	-11	17	-13	-6	0.0
52	CN(NC1OC(=O)c2ccccc21)c1ncc(C(F)(F)F)cc1Cl (centres undefined)	4	0.042	-31	1.9	-4	7	-3	-1	1.2
53	CN(C)CCCNc1cc(Cl)c(S(=O)(=O)N2CCCCC2)cc1C(=O)O	14	-0.014	0	1.3	-4	-39	-13[20 µM]	-7	0.3
54	Fc1ccccc1-c1nc(NCc2ccccc2)c2ccccc2n1	4	-1.4	-1	0.4	16	6	-27	1	-0.3
55	Cc1ccc(S(=O)(=O)N2CCOCC2)cc1NC(=O)COC(=O)c1cccnc1Cl	-40	-0.52	4	1.1	-2	-5	-19	4	-0.4
56	Cn1c(=O)c2nnn(/N=C(\c3ccccc3)C3CC3)c2n(C)c1=O	11	.	1	1.2	3	44	-19	-10	0.8
